# tim10-1 inh = growth inhibitors of tim10-1 mutant yeast. inhibition, % at 20 µM. AID 463190. S. cerevisiae tim10-1 ts strain growth, BacTiter-Glo, 24 h. actives 2.2% (n = 330,000);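 active = inhibition of at least 40%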;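 note: mutant grown at 25 °C; 0% = DMSO wells with yeast and 100% = wells holding no yeast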
# APJ ag = APJ receptor agonism | actives 0.11% (n = 330,000) | activation, % at 20 µM | AID 2520 | CHO-K1 APJ PathHunter beta-arrestin, luminescence; 0% DMSO wells, 100% apelin;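 active = activation more than six SD over the plate average, tested at 20 µM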;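 note: 0% = DMSO alone and 100% = apelin-13 at 10 nM; some results filed as inactive read as strong as hits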
# Target sequence (P35414 whole entry, looked up): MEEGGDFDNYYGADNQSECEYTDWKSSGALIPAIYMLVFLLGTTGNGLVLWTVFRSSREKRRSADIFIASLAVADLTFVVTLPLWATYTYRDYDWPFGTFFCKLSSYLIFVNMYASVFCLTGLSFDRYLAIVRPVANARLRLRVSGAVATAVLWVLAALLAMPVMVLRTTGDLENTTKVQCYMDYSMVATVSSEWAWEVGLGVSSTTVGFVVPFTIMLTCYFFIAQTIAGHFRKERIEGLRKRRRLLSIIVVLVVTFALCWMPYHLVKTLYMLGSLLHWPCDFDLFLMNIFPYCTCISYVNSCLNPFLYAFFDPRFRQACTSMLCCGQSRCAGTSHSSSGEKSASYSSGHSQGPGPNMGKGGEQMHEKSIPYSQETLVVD
#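 Assay system: CHO-K1 cells stably expressing ProLink-tagged human APJ and arrestin–beta-gal acceptor. Compound dosing: 20 µM single point, 1% DMSO. Times: 16-18 h seeding, 90 min dark compound exposure, 60 min detection. Detection: beta-gal luminescence. Evaluation: APJ–arrestin association signal. Controls: negative DMSO alone, positive Apelin-13 at 10 nM.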
# tim23-1 inh = growth inhibitors of tim23-1 mutant yeast; inhibition, % at 20 µM; AID 463212; actives 1.3% (n = 330,000); S. cerevisiae tim23-1 growth, BacTiter-Glo luminescence, 24 h;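 active = growth inhibition of the mutant yeast at or above 50%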;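 note: temperature-sensitive mutant grown at 25 °C; plate controls were DMSO-treated mutant yeast for no effect and medium wells lacking yeast for full effect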
# NR3A LBD binder = NR3A (human) ligand-binding domain modulation; NR3A LBD differential scanning fluorimetry, Tm shift; 0% = protein alone, 100% = glycine-bound protein; Tm shift relative to glycine control, % at 25 µM; actives 2.5% (n = 340,000);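 active = melting temperature shift of at least 10% of the positive control shift, at one fixed dose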
# NALP3 yeast inh = blocks the NALP3 inflammasome reconstituted in yeast; Yeast reconstituted NLRP3/ASC/caspase-1, beta-gal luminescence, 24 h; inhibition, % at 10 µM; actives 0.39% (n = 330,000); AID 2825;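 active = inhibition of 50% or more; inactive = inhibition below 50%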;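 note: plate controls were induced DMSO wells for no effect and uninduced yeast grown without galactose for full effect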
# MPTP inh = permeability transition pore inhibition; isolated mouse mitochondria, Ca2+ swelling absorbance, 30 min; inhibition, % at 10 µM; actives 1.4% (n = 360,000); AID 602449;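 active = inhibition of 50% or more, scaled per plate between neutral and stimulator controls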;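 note: 0% = DMSO wells given calcium and 100% = 1 mM EGTA wells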
# TIM10 inh = inhibits growth of TIM10 yeast strain; S. cerevisiae TIM10 strain growth, BacTiter-Glo luminescence, 24 h; inhibition, % at 10 µM; actives 1.4% (n = 330,000);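 active = inhibition of 40% or more at the single tested concentration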;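 note: wild-type TIM10 isogenic control strain grown at permissive 25 °C; 0% = DMSO yeast wells and 100% = minimal medium wells without yeast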
# APJ antagonist = blocks the human apelin receptor APJ. CHO-K1 APJ beta-arrestin complementation, luminescence. AID 2521. inhibition, % at 20 µM. actives 0.32% (n = 330,000);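 active = inhibition above about 40% at 20 µM, limit read from the data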;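 note: cells challenged with 10 nM apelin-13 agonist together with compound; plate controls were apelin-13 plus DMSO wells for no effect and DMSO wells lacking apelin-13 for full effect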
# MIN6 prolif = induces beta-cell replication in MIN6 cells. proliferation, % at 10 µM. actives 0.29% (n = 330,000). MIN6 cells proliferation, ATPlite luminescence, 48 h; cells starved in 0.2% serum; 100% = growth in 10% serum;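 active = compounds whose signal lies at least 3.5 SD above the mean of all wells on their plate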;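 note: 0% = DMSO-treated cells in low-serum medium and 100% = 10% serum control; some compounds called inactive have numbers as strong as hits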
# * hit, by the source's call.
SMILES,tim10-1 inh,APJ ag,tim23-1 inh,NR3A LBD binder,NALP3 yeast inh,MPTP inh,TIM10 inh,APJ antagonist,MIN6 prolif
Cc1ccccc1C(=O)N/C(=C/c1ccc(-c2cccnc2Cl)o1)C(=O)NCCCN1CCN(C)CC1,18,6,11,-2,5,-1.6,-4,3,-2
CCC(=O)Nc1nc(C)nc(C)c1C(C)=O,2,1,-3,-1,8,-0.5,-5,-11,0
CC(=O)c1ccc(N2CCN(S(=O)(=O)c3ccc4c(c3)NC(=O)CO4)CC2)cc1,-12,3,0,-4,11,0.4,-12,-19,-1
C#CCNC(=O)C1=C[C@@H](C2CCCCC2)[C@H](CCCO)[C@@H](OCC)O1,20,2,26,-3,3,-0.6,21,11,0
CC1(C)CC(=O)C(C2c3ccccc3Oc3ccccc32)C(=O)C1,15,-6,17,2,3,3.6,6,5,0
COc1ccc(N2CC(C(=O)Nc3ccc(N4CCOCC4)cc3)CC2=O)cc1 (stereo unspecified),4,4,11,0,9,0.2,-6,11,-1
COc1cccc(-n2nnc3c(=O)n(CC(=O)N4CCCCC4)cnc32)c1,-9,-5,11,-2,-9,-1.0,4,-3,0
COc1cc(OC)c(C(=O)Nc2ncn[nH]2)cc1OC,17,5,11,0,3,-2.3,6,-8,1
CCC1CCCCN1CCN1C(=O)C2C(C(=O)Nc3ccc(OC)cc3)C3C=CC2(O3)C1C(=O)NC1CCCCC1 (stereo unspecified),-5,-4,3,2,4,0.6,0,8,-2
Cc1ccc(-c2nnc(-c3ccncc3)n2-c2ccc(C)cc2)cc1,13,-3,18,-5,5,1.1,-23,15,2
O=C(O)CCC(=O)N1N=C(c2ccccc2)CC1c1ccc2c(c1)OCO2 (stereo unspecified),-2,2,-2,1,13,0.0,12,-9,0
COc1ccc(CNC(=O)c2c(O)c3cc(OC)c(OC)cc3[nH]c2=O)cc1OC,4,-2,0,2,22,1.9,1,-15,-2
O=C(c1ccc2c(=O)n(CC3CCCO3)c(=S)[nH]c2c1)N1CCN(c2ccccc2)CC1 (stereo unspecified),21,0,22,5,11,-3.1,3,0,-3
CC(C)C(c1nnnn1Cc1ccc(F)cc1)N1CCSCC1 (stereo unspecified),31,-4,34,0,5,-0.2,30,5,-1
CCCN(CC1CC1)C(=S)NC(=O)c1ccc(S(=O)(=O)N2CCOCC2)cc1,27,-4,17,-1,12,-3.3,15,8,0
CCCSc1nc(-c2ccccc2)cc(C(F)(F)F)c1C#N,-6,-3,12,-3,10,-0.3,2,-2,-6
COc1ccc(NC(=O)CSc2nc(N)c(C#N)cc2C#N)cc1,-16,-5,-5,-2,4,0.7,-17,4,-1
CCOP(=O)(OCC)C(NC(=O)Nc1ccccc1)c1ccccc1 (stereo unspecified),7,-1,0,-7,19,0.2,8,-6,0
CCNC(=S)/N=C(/Nc1ccccc1)Nc1nc(C)cc(C)n1,22,-6,44,1,20,2.2,4,-8,1
O=C(c1sc2ccccc2c1Cl)N1CCN(c2ccc(F)cc2)CC1,28,8,8,2,0,0.6,32,6,-5
COc1ccc(C(=O)Nc2ccc3ccccc3c2)c(OC)c1,18,-3,60*,18*,30,1.3,57*,16,-4
CCOC(=O)CNC(=O)CSc1nnc(Cn2cnc3ccccc32)n1C,-6,1,3,4,13,0.6,-1,-11,-3
CCCc1nc2oc3ccccc3c(=O)c2c(=O)n1-c1ccccc1,-34,2,-6,1,25,1.3,-30,-11,0
COc1ccc(C(=O)NC(C)c2nnc(SCC(=O)Nc3nc4ccccc4s3)n2C)cc1 (stereo unspecified),2,-1,6,0,-2,-3.3,-1,13,2
CCOc1nc(-c2ccccc2)ncc1Oc1ccccc1,-25,-7,-5,0,-5,2.2,-49,5,-1
CCOc1ccc(NC(=O)CN(c2ccc([N+](=O)[O-])cc2)S(=O)(=O)c2ccccc2)cc1,37,3,36,4,17,17,22,-14,0
O=C(NCc1cccs1)c1cnc2sccn2c1=O,-13,-2,-13,-1,13,0.8,-8,22,3
COc1ccc(CCNC(=O)CSc2c[nH]c3ccccc23)cc1OC,8,-2,4,1,7,-1.2,0,-8,-2
CC(=O)c1c(C)[nH]c(C(=O)CSc2ncnc3sc(-c4ccccc4)cc23)c1C,25,-2,15,-2,9,96*,28,6,-6
CC(Oc1cccc(Br)c1)C(=O)NNC(=O)CCNC(=O)c1ccccc1Cl (stereo unspecified),1,-4,10,3,5,0.7,6,4,2
Cc1cccc(NC(=O)CCN2CCN(C/C=C/c3ccccc3)CC2)c1,17,-6,-18,2,17,2.2,-1,-10,0
COc1ccc(NC(=O)c2ccco2)cc1S(=O)(=O)N1CCCCC1,-28,1,5,-3,15,0.1,5,1,4
CCOC(=O)CSc1nnc(-c2ccc(Cl)cc2Cl)o1,30,-11,5,-3,13,-2.0,-1,-6,1
CCn1c(SCC(=O)Nc2sccc2C(N)=O)nnc1C1CC1,-7,-3,5,2,5,-0.8,-1,4,1
O=C(NC(=S)Nc1ccc(Cc2ccncc2)cc1)c1ccccc1,29,0,30,0,22,2.8,51*,1,-3
CC(C)OC(=O)c1cc(NC(=S)Nc2ccc([N+](=O)[O-])cc2)cc(C(=O)OC(C)C)c1,20,-2,24,-3,13,97*,17,22,-7
CCCC(C)(C)NC(=O)CCCCC(=O)NC(C)(C)CCC,15,2,12,2,5,0.0,4,-4,-1
Oc1c(Cl)cc(CN2CCOCC2)c2cccnc12,26,-7,51*,-7,-16,-2.5,15,-4,-8
Cc1cccc(N(Cc2cc3ccccc3[nH]c2=O)C(=O)c2cccs2)c1,14,-3,11,-4,5,2.1,-8,-37,-1
Cc1ccc(NC(=S)N2CCN(c3ccccc3F)CC2)c(C)c1,18,-1,45,-1,38,0.1,15,3,-3
Cc1ccc2c(CC(=O)NC3CCS(=O)(=O)C3)coc2c1C (stereo unspecified),-3,-4,6,-1,10,-1.5,-4,26,1
CCc1nc2c(C#N)c(-c3ccc(Cl)cc3)ccn2n1,26,0,1,0,29,-1.7,0,17,2
Cc1nnc(NC(=O)CC(C)c2ccccc2)s1 (stereo unspecified),-18,-2,-5,-2,7,-0.4,-6,15,-1
COc1cccc(C(=O)N2CCn3c2nc2ccccc23)c1,-10,-2,-12,0,7,0.5,-3,8,-1
CCCS(=O)(=O)N1CCN(Cc2ccc3c(c2)c2ccccc2n3CC)CC1,-3,-2,6,2,24,2.0,-1,-26,-5
C=CCN1c2ccccc2[C@]23C[C@@H](C(=O)OC)N=C2NC(C(=O)OC)=C(C(=O)OC)[C@H]13,-18,2,-10,0,11,0.3,-9,-58,-2
CCc1ccc(-c2nnn(CC(=O)N(C3CCCC3)C3CCS(=O)(=O)C3)n2)cc1 (stereo unspecified),14,-1,16,-1,10,-0.7,1,4,-2
CNS(=O)(=O)c1cccc(C(=O)NC2CCCc3ccccc32)c1 (stereo unspecified),10,1,14,-1,21,1.2,-12,-33,1
O=CN1CCC(=O)N(Cc2ccccc2)c2ccccc21,9,0,0,-5,2,-3.1,-11,10,-1
CC(NC(=O)c1ccc(N2CCCC2=O)cc1)c1ccccc1 (stereo unspecified),-8,-7,6,0,7,-2.0,-5,8,1
CC(C)c1ccc(NC(=O)COc2nnc(-c3cccs3)c(-c3cccs3)n2)cc1,20,-5,15,-18,30,-1.1,8,0,-6
Cc1ccc(S(=O)(=O)N(Cc2ccc(C(F)(F)F)cc2)C(=O)N2CCN(C)CC2)cc1,-3,0,-14,2,16,-0.8,2,12,2
CCCNC(=O)N1CCC(c2nc3ccccc3s2)CC1,7,-2,11,1,6,-0.1,13,3,-4
Cc1ccsc1/C=N/NC(=O)C(O)c1ccccc1 (stereo unspecified),6,0,11,-2,9,-0.4,5,18,-2
COC(=O)C1=C(C)n2cnnc2NC1c1ccc(Cl)cc1 (stereo unspecified),19,-2,15,-2,-4,-2.5,9,13,-2
CCOc1ccccc1NC(=O)CCC(=O)Nc1ccccc1OCC,19,-2,2,0,9,-1.7,15,-3,1
CCN(CC)S(=O)(=O)c1ccc(OC)c(NC(=S)Nc2cccc(C)c2C)c1,33,-1,27,-1,11,0.4,7,2,-3
O=C(O)C(NS(=O)(=O)c1ccccc1)C(O)c1ccccc1 (stereo unspecified),-9,-2,-3,1,22,0.2,-1,5,-2
Cc1nc(NC(=O)c2cccnc2)ccc1Br,-32,1,-2,-1,4,-1.9,-6,-6,-2
O=C(CCCn1c(SCC(=O)c2ccc(O)c(O)c2)nc2ccccc2c1=O)NCC1CCCO1 (stereo unspecified),19,-2,-11,-2,7,5.4,-3,6,1

# 3 of the entries above in order of the TIM10 inh value, rising:
SMILES | TIM10 inh
O=CN1CCC(=O)N(Cc2ccccc2)c2ccccc21 | -11
COc1cccc(C(=O)N2CCn3c2nc2ccccc23)c1 | -3
Cc1ccsc1/C=N/NC(=O)C(O)c1ccccc1 (stereo unspecified) | 5

# Continued:
SMILES,tim10-1 inh,APJ ag,tim23-1 inh,NR3A LBD binder,NALP3 yeast inh,MPTP inh,TIM10 inh,APJ antagonist,MIN6 prolif
O=c1[nH]c(N/N=C\c2ccc(F)cc2)nc2ccccc12,37,-5,20,3,19,3.0,23,-6,-6
Cc1ccc2cc(CCNC(=O)c3c(-c4ccccc4Cl)noc3C)c(=O)[nH]c2c1,26,1,17,0,0,-0.4,8,-19,4
CC(C)(C)c1ccc(C(=O)NCCc2ccccc2)cc1,18,2,8,-4,20,-0.1,6,-4,-5
Cc1nc2c(S(=O)(=O)c3ccccc3)cnn2c(C)c1C,13,2,19,-2,8,0.4,-4,-13,1
Cc1ccc(C(=O)CN(C(=O)c2ccc(Cl)cc2)N2C(=O)c3ccccc3C2=O)cc1,7,-2,16,-4,7,-1.5,-1,12,-4
CNC(=O)c1ccccc1S(=O)c1ccccc1COC(C)=O (stereo unspecified),1,-4,-3,3,8,2.1,5,13,-2
CC(=O)Nc1ccc(OS(=O)(=O)c2cc(Cl)ccc2C)cc1,19,-2,52*,-1,35,0.8,1,-4,-1
CCS(=O)(=O)NCCc1cc2c(OC)ccc(OC)c2[nH]c1=O,10,-4,11,-3,10,-2.8,3,10,-5
c1ccc(-c2cnc(-c3ccccn3)nn2)cc1,-4,-4,7,-1,16,-1.4,-3,-3,-6
CC(=O)c1ccc(-n2nncc2C)cc1,11,-3,12,1,6,0.5,0,-1,0
CCOc1ccc(N2CC(C(=O)OCC(=O)NCc3ccccc3)CC2=O)cc1 (stereo unspecified),13,-1,27,0,-9,-0.2,-8,4,1
Cc1cccc(OCc2n[nH]c(=S)o2)c1C,-9,-3,9,-2,8,1.4,-9,1,-2
CCc1ccccc1NC(=O)C1CCCN1S(=O)(=O)c1ccc2c(c1)n(C)c(=O)c(=O)n2C (stereo unspecified),18,4,11,3,5,-2.3,3,17,-3
COc1ccc2c(c1)c1ncn(CCCN3CCOCC3)c(=O)c1n2C,11,-5,11,2,4,-0.1,-6,2,-2

# Three compounds from above, ordered by formula weight, falling:
SMILES,tim10-1 inh,APJ ag,tim23-1 inh,NR3A LBD binder,NALP3 yeast inh,MPTP inh,TIM10 inh,APJ antagonist,MIN6 prolif
CCCS(=O)(=O)N1CCN(Cc2ccc3c(c2)c2ccccc2n3CC)CC1,-3,-2,6,2,24,2.0,-1,-26,-5
Cc1cccc(NC(=O)CCN2CCN(C/C=C/c3ccccc3)CC2)c1,17,-6,-18,2,17,2.2,-1,-10,0
CCOc1nc(-c2ccccc2)ncc1Oc1ccccc1,-25,-7,-5,0,-5,2.2,-49,5,-1
